Compound activity as filed in PubChem BioAssay.
SENP6 inh: inhibitors of human SENP6 protease; AID 2599; Q9GZR1; 1.8% of 330,000 active; inhibition, % at 10 µM; Recombinant SENP6 catalytic domain, aminoluciferin luminescence;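 active = inhibition above about 50% at the single tested dose, limit read from the data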;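 note: plate controls were DMSO wells with enzyme for no effect and DMSO wells lacking enzyme for full effect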
SENP8 block-1: blocks the human protease SENP8 | Q96LD8 | purified SENP8, Z-RLRGG-aminoluciferin cleavage, luminescence | inhibition, % at 10 µM | 1.2% of 330,000 active | AID 2540; in the data active = inhibition above about 50%
SENP1 FRET inh: inhibitors of human SENP1 SUMO protease catalytic domain | Q9P0U3 | recombinant SENP1 catalytic domain, CyPet-SUMO1-YPet FRET cleavage | inhibition, % at 10 µM | 0.21% of 360,000 active | AID 624204;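 active = inhibition at least 30% at 10 µM, raw YFP signal under a set limit, fluorescence ratio 0.5 to 1.5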;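 note: 0% = enzyme with DMSO and 100% = no enzyme wells; some results filed as inactive read as strong as hits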
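Assay system: hSENP1 catalytic domain, recombinant. Amount: SENP1 enzyme, 20 pM final. Schedule: 50 min reaction, RT, dark. Technique: FRET, CFP and YFP emission. Control set: no-enzyme wells low, DMSO-plus-enzyme wells high control.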
APOBEC3G inh: blocks human APOBEC3G single-stranded DNA deamination. Q9HC16. recombinant A3G, ssDNA deamination FAM/TAMRA fluorescence. inhibition, % at 20 µM. 0.28% of 330,000 active;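 active = inhibition of at least 40% at 20 µM, with no more than 30% in the related APOBEC3A deaminase screen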;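 note: plate controls were DMSO wells with A3G for no effect and wells lacking A3G enzyme for full effect; some compounds called inactive have numbers as strong as hits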
Target sequence (Q9HC16 whole entry, looked up): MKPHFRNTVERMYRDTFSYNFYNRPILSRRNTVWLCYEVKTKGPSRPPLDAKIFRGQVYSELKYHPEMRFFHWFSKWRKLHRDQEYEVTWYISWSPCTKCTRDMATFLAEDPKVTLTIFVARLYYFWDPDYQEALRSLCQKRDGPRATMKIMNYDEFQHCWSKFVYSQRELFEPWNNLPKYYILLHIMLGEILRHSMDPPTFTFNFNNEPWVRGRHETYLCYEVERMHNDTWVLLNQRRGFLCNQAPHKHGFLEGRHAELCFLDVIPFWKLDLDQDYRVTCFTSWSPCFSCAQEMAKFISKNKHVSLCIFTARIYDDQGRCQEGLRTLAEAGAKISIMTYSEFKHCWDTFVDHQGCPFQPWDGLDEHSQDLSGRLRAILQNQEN
SENP8 block-2: blocks human SENP8 cleavage of Nedd8 substrate. 0.64% of 360,000 active. inhibition, % at 20 µM. AID 602440. recombinant SENP8, Nedd8 substrate fluorescence; in the data active = inhibition mostly above about 40%, no sharp cut-off; inactive = mostly below about 27%
SENP7 block: SENP7 protease inhibition. Q9BQF6. 1.5% of 330,000 active. inhibition, % at 5 µM. recombinant SENP7, Z-RLRGG-aminoluciferin luminescence, 40 min. AID 434973;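 active = inhibition above about 50% at the single test dose, limit read from the data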;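 note: plate controls were DMSO with enzyme for no effect and no enzyme buffer wells for full effect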
Target sequence (Q9BQF6 706-1050 limits assumed): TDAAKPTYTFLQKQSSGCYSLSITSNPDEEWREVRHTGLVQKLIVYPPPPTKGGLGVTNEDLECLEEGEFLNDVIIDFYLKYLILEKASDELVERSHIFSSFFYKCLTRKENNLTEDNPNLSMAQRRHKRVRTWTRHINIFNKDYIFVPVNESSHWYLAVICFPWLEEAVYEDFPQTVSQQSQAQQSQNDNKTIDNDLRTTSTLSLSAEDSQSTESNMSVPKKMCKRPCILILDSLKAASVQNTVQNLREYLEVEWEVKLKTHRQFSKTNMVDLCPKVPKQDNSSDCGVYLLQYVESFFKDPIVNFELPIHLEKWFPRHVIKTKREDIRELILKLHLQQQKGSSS
UBC13 inh: inhibitors of human UBC13 polyubiquitin chain formation; inhibition, % at 20 µM; TR-FRET; AID 485273; 0.47% of 330,000 active; in the data active = inhibition above about 45%, passing the limit was not always enough
Target sequence (P61088 whole entry, looked up): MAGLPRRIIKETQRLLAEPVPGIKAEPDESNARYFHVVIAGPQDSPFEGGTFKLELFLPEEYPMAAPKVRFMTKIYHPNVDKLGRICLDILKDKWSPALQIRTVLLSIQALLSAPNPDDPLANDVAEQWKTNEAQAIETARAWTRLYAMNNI
Apaf1 inhib: human Apaf-1 inhibition; 0.71% of 330,000 active; reconstituted apoptosome caspase-3 activity, DEVD-Rh110 fluorescence; inhibition, % at 20 µM; O14727; AID 489030; active = inhibition of at least 40% at 20 µM;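 note: plate controls were DMSO wells for no effect and DEVD-CHO caspase inhibitor wells for full effect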
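detection = Rh110 fluorescence intensity | test system = biochemical Apaf-1 apoptosome reconstitution | also added = cytochrome c and DEVD-Rh110 substrate | schedule = 30 min plus 50 min, RT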
Numbers without * were called inactive; i = inactive; / = not tested or not shown.

SMILES	SENP6 inh	SENP8 block-1	SENP1 FRET inh	APOBEC3G inh	SENP8 block-2	SENP7 block	UBC13 inh	Apaf1 inhib
O=C(Cc1ccc(Br)cc1)Nc1ccccc1Cl	10	-16	3	1	0	5	3	12
O=[N+]([O-])c1ccccc1/C=C\C=N\N1CCN(c2ccccc2)CC1	-10	-1	1	-7	20	-8	2	-4
COc1ccc2[nH]c(=O)c(CN(C(=O)c3cccnc3)c3cc(C)ccc3C)cc2c1	-24	7	-3	-6	-314	2	4	-21
COc1ccc(NS(=O)(=O)c2cccc3cccnc23)cc1	-24	-3	2	-4	15	-6	-8	19
Cc1cccc(N(C(=O)c2snc(C(N)=O)c2N)C(C(=O)NCC2CCCO2)c2ccc3ncccc3c2)c1 (stereo not drawn)	14	-8	-38	-4	-308	-12	41	16
Cc1cccc(N(C)S(=O)(=O)c2csc(C(N)=O)c2)c1	-33	-13	0	-7	2	-1	-6	0
CC(C)c1cc(C(N)=O)c(NC(=O)C2CCC2)s1	-15	1	-4	-1	17	7	-7	-7
Cc1cccc2nc(COc3ccc(-c4ccccc4)cc3)cn12	94*	92*	/	-5	/	95*	2	17
COc1ccc(C2c3[nH]c4ccccc4c3C[C@H]3C(=O)N(C4CCN(Cc5ccccc5)CC4)CC(=O)N23)cc1OC (stereo partly drawn)	-11	3	-19	-8	4	-5	10	21
COCCc1ncc(CN2CCCCC2C(=O)Nc2ccc(Oc3ccccc3)nc2)cn1 (stereo not drawn)	0	10	1	-3	4	-11	-10	-5
O=C(c1cc(F)c(F)cc1Cl)N1CCN(S(=O)(=O)c2cccs2)CC1	-9	2	0	-12	3	-4	-1	2
OCc1c[nH]c(=S)n1CCOc1cccc(C(F)(F)F)c1	-21	3	3	-4	8	3	5	-2
CN(C)C1(CNC(=O)C2CCC(=O)N(CCc3ccc(Cl)cc3)C2)CCCCC1 (stereo not drawn)	8	-5	1	-5	1	-1	-1	-10
CC1CN(c2ncnc3c2cnn3-c2ccc(Cl)cc2)CC(C)O1 (stereo not drawn)	-20	3	-5	-7	17	-6	9	11
O=c1c2c(nc3cc(-c4ccc(F)cc4)[nH]n13)CCC2	40	1	-1	-7	-81	5	-5	-6
Cc1cccc(C(=O)NNC(=O)c2ccco2)c1O	18	-2	-1	-8	-13	5	2	-6
CN(C(=O)N1CCN(c2ccccn2)CC1)c1ccccc1	-17	1	2	-2	-21	-2	0	-7
CCCCn1c(SCC(=O)O)nc2ccccc21	4	-4	1	-6	6	-2	-6	-3
COC(=O)Cc1cc(=O)[nH]c(/N=C(\N)Nc2ccc(C(C)C)cc2)n1	2	-1	-2	-7	13	-5	-2	-8
Nc1nn(S(=O)(=O)c2cccc3nsnc23)cc1-c1ccc(Br)cc1	-2	1	1	-9	38	-10	1	5
Cc1noc(C)c1COc1ccc(C(=O)OCC(=O)NC23CC4CC(CC(C4)C2)C3)cc1	-1	1	2	-4	17	3	6	23
Fc1ccc(COc2ccccc2CNCc2ccncc2)cc1	-1	10	2	-5	9	9	7	-8
O=C(COC(=O)c1ccccc1OC(F)F)Nc1ccc2[nH]c(=O)[nH]c2c1	2	-6	-1	-3	-3	-3	-8	-8
COc1cccc(CC(=O)OCC(=O)NCC(=O)Nc2cccc(C)c2C)c1	-12	-6	1	-6	8	-11	-3	5
CCOc1ccc(NC(c2ccccn2)c2oc(CO)cc(=O)c2O)cc1 (stereo not drawn)	17	7	-20	1	21	4	-3	-2
COc1ccc(-n2c(SCC(=O)NCC3CCCO3)nc3c(c2=O)SC(C)C3)cc1 (stereo not drawn)	-2	-12	-1	-6	-4	-15	-7	6
COc1ccc(OC)c(N2C(=O)CC(Cc3ccc(Cl)cc3)C2=O)c1 (stereo not drawn)	-7	-7	0	0	6	-3	-6	4
COc1ccc2sc(-c3ccc(S(C)(=O)=O)cc3)c(C#CCO)c2c1	-16	-28	-6	-7	i	-7	21	24
CC1(C)Cc2ccccc2-c2nnc(-c3cccc(O)c3)n21	-12	-5	-1	-2	28	-3	-3	-7
CN(C)CCNC(=O)/C(=N\O)c1ccccn1	6	5	-1	0	12	0	-7	6

An excerpt from above in order of molecular weight, descending:
SMILES	SENP6 inh	SENP8 block-1	SENP1 FRET inh	APOBEC3G inh	SENP8 block-2	SENP7 block	UBC13 inh	Apaf1 inhib
COc1ccc2sc(-c3ccc(S(C)(=O)=O)cc3)c(C#CCO)c2c1	-16	-28	-6	-7	i	-7	21	24
CCOc1ccc(NC(c2ccccn2)c2oc(CO)cc(=O)c2O)cc1 (stereo not drawn)	17	7	-20	1	21	4	-3	-2
COc1ccc(OC)c(N2C(=O)CC(Cc3ccc(Cl)cc3)C2=O)c1 (stereo not drawn)	-7	-7	0	0	6	-3	-6	4
CN(C)CCNC(=O)/C(=N\O)c1ccccn1	6	5	-1	0	12	0	-7	6

Later entries:
SMILES	SENP6 inh	SENP8 block-1	SENP1 FRET inh	APOBEC3G inh	SENP8 block-2	SENP7 block	UBC13 inh	Apaf1 inhib
COc1ccc(COC(=O)C2CCN(C(=O)c3ccc(Cl)cc3)CC2)cc1F	4	-2	0	-6	14	-2	11	9
Cc1cc(NC(=O)CCC(=O)N(CC2CCCO2)C(C(=O)NC2CCCC2)c2ccccc2C)no1 (stereo not drawn)	-6	2	-2	1	12	2	2	0
Cc1ccc(C2/C(=C(/O)c3ccc4c(c3)CC(C)O4)C(=O)C(=O)N2CCCn2ccnc2)cc1 (stereo not drawn)	22	12	-2	-4	-1	11	-18	2
COc1ccccc1-c1nc(-c2ccccc2)nc(N2CCN(C)CC2)c1C#N	-20	5	0	1	14	4	4	8
CCC(C(=O)NCC1CCCO1)N(Cc1ccccc1)C(=O)CNS(=O)(=O)c1ccccc1 (stereo not drawn)	2	2	0	-6	8	0	4	3
CCCCn1c(N)c(N(CCOC)C(=O)CSCc2ccc(C)cc2)c(=O)[nH]c1=O	-3	8	-16	-9	-14	-3	2	2
O=C(CNC(=O)C12CC3CC(CC(C3)C1)C2)OCc1ccc(F)cc1Cl	-1	1	-1	-5	7	4	8	10
COc1ccc(NC(=O)c2ccccc2NC(=O)COc2ccccc2)cc1	-6	-4	1	-4	-15	2	-4	7
CCCCN(Cc1ccc(C(=O)N[C@H](C(=O)O)C(C)C)cc1)C(=O)C(c1ccccc1)c1ccccc1	-1	2	1	6	17	4	-16	4
CCCCN(CCCNC(=O)C1CCN(S(=O)(=O)CC)CC1)c1ccccc1	9	1	0	-2	16	8	0	2
CCCCc1nc(C(N)=O)c2[nH]c(=O)n(-c3ccc(OC)c(OC)c3)c2n1	7	0	1	6	-4	2	-2	6
COc1ccc(NC(=O)CC(NCCc2ccccc2)C(=O)O)c(OC)c1 (stereo not drawn)	7	7	-1	7	21	1	-8	10
CC(C)N(Cc1ccccc1)S(=O)(=O)c1ccc(Cl)nc1	-5	-4	0	-6	5	-2	4	6
C=CCn1c(CCc2cc(C(C)(C)C)c(O)c(C(C)(C)C)c2)n[nH]c1=S	10	-3	3	1	4	2	0	25
O=C(CCNC(=O)c1ccco1)Nc1ccc(N2CCOCC2)cc1	13	4	1	-8	23	4	4	1
Cc1occc1-c1nnc(SCC(N)=O)n1Cc1ccccc1	4	-4	-1	0	11	3	2	-17
O=C(O)c1ccc(N/N=C/C=C/c2ccc([N+](=O)[O-])o2)cc1	27	-7	78*	25	45*	6	-284	7
Cn1c(N)c(C(=O)CSc2n[nH]c(N)n2)c(=O)n(C)c1=O	-4	-10	2	-6	16	11	-2	4
O=C(NCC1CCCO1)c1csc2c1CCCCC2 (stereo not drawn)	5	2	2	-4	17	-2	1	-12
Cc1ccc(-n2[nH]c(C)c(/C=N/NC(=O)c3ccc([N+](=O)[O-])cc3)c2=O)c(C)c1	-3	-6	0	-4	20	8	-52	6
O=C(CN1CCOCC1)Nc1ccccc1Sc1ccc(Cl)cc1	-4	0	-1	-7	-2	4	7	10
Cc1ccc2c(SCC(=O)NCc3ccco3)nc(-c3ccc(F)cc3)nc2c1	-12	-3	1	-4	4	-12	-6	0
Cc1cc(C(=O)N/N=C/c2ccncc2)c2ccccc2n1	1	-5	2	-10	11	2	-2	2
Cc1ccc(NC(=O)CCNS(=O)(=O)c2ccc3c(c2)oc(=O)n3C)cc1C	-21	-3	-2	1	4	4	-1	-3
Cc1ccc(NC(=O)COC(=O)CC2CCCC2)cc1Cl	0	-6	2	-13	28	7	10	-7
Cc1ccccc1N1CCN(C2CCCN(C(=O)CCN3CCCCO3)C2)CC1 (stereo not drawn)	-13	-6	1	-9	8	-12	1	9
COCCCNc1nc(N)c([N+](=O)[O-])c(NC2CCCCC2)n1	11	6	3	-3	16	-2	5	14
CC1(C)CCC(=O)N(c2ccccc2)C1=O	0	-4	0	2	20	10	2	-4
CCOc1ccc(CCNC(=O)c2c(C)noc2C)cc1OCC	3	19	0	0	2	-4	4	3
CC1CCCCN1S(=O)(=O)c1ccc2c(c1)CCN2C(=O)C1CC1 (stereo not drawn)	-9	7	2	-3	8	1	-6	12
Cc1cccc(NC(=O)Cn2nc(C(F)(F)F)cc2C2CC2)c1	11	5	0	-4	12	-2	11	-5
COc1ccccc1C1CCN(c2ccc([N+](=O)[O-])c(OC)c2)CC1	-1	-4	1	-8	20	-2	-3	9
COC(=O)COc1ccc(C(=O)OC)cc1	-32	-6	1	-3	9	-4	-1	-3
O=C(Nc1ccccc1C(=O)NCCCN1CCOCC1)c1ccccc1	-9	-1	2	-7	-4	-1	7	-5
O=C(Nc1ccc2c(c1)OCO2)N1CCN(c2ncccn2)CC1	2	4	1	3	9	8	4	-5
Cc1ccc(-n2c(CSc3nc(C)cc(C)n3)n[nH]c2=S)cc1	-2	1	0	29	10	-1	6	4
Nc1nc2n(n1)C(c1cccc(Cl)c1)CC(c1ccc(F)cc1)N2 (stereo not drawn)	-9	-7	-117	-2	-42	65*	-6	2
